KDM5B inh – KDM5B demethylase inhibition; Potency, µM (highest dose often 57.7 µM), without a hit: top-dose activity change, negative = inhibition, most hits filed as inhibitors; 220,000 tested, 2.6% active; KDM5B demethylase, FDH-coupled NADH fluorescence (FDH is formaldehyde dehydrogenase); AID 1347165; active = well fitted inhibition curve with a large enough effect; inconclusive = small, poorly fitted or top-dose-only effect; inactive = no such curve, though single readings can be large or run the other way; note: 0% is about no effect; nearly all actives have a fitted effect of over 70% in size
Target sequence (Q9UGL1 whole entry, looked up): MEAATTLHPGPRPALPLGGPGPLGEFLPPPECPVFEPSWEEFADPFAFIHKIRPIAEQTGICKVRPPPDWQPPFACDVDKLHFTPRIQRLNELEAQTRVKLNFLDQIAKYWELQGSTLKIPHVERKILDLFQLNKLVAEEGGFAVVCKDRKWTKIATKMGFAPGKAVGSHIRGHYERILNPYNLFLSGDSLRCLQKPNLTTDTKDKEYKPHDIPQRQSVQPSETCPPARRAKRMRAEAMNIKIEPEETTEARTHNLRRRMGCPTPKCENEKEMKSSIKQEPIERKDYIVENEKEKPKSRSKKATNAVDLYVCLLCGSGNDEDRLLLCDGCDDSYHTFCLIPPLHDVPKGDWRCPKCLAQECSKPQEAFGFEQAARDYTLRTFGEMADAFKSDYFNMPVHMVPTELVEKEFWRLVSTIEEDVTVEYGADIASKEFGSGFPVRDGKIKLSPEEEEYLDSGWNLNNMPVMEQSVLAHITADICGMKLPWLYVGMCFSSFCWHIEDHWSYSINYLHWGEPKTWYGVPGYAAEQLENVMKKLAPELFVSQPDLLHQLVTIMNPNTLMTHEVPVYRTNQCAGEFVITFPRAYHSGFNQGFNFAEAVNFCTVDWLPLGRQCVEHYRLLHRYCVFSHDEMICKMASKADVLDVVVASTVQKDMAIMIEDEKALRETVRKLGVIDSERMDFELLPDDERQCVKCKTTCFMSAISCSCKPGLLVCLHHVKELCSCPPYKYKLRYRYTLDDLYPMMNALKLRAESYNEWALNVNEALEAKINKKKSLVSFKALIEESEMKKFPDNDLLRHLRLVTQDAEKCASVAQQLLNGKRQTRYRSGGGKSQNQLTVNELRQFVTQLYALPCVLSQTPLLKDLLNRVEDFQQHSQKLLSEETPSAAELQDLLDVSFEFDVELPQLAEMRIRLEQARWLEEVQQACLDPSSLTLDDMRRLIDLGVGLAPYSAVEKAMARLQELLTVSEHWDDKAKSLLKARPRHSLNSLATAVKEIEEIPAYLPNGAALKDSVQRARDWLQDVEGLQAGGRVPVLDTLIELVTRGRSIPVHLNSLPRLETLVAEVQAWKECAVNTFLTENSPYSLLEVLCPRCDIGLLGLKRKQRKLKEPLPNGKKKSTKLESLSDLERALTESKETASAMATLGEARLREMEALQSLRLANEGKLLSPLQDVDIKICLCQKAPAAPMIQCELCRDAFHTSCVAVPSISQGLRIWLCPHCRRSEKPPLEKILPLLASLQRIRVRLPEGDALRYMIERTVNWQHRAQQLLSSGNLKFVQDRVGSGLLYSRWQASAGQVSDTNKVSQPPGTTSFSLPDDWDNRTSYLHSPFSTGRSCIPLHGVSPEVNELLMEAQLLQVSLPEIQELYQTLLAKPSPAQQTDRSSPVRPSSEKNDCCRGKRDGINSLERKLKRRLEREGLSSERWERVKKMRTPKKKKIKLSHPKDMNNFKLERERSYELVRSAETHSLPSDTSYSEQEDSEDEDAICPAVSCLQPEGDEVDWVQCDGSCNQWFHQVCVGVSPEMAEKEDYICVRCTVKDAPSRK
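Inhibition is measured as reduced NADH fluorescence generation from FDH coupling to formaldehyde release. Truncated KDM5BΔAP at 200 nM final acts on H3K4me3 peptide (12.5 µM in substrate mix) in pH 7.5 HEPES buffer with Tween-20, 30 min, room temperature.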
The depositor's hits bear a star; ? = inconclusive; & = joins results of further samples; [ ] = dose if it differs, or a comment. Potency is the fitted concentration of half-maximal effect.

A first look, four compounds:
SMILES | KDM5B inh
COc1cccc([C@H]2CN(c3cc(C)nc(N)n3)[C@@H]3C4CCN(CC4)[C@H]23)c1 | -10%
Cc1ccc2c(c1)C(Cc1nc3ccccc3c(=O)n1-c1ccc(Br)cc1)C(=O)N2 (stereo not drawn) | ?
COc1cc(/C=C/c2nc3ccccc3c(=O)n2-c2ccc(O)cc2)ccc1O | ?
Cc1ccc(C(O)(c2ccc(C)c(C)c2)C2CN3CCC2CC3)cc1C (stereo not drawn) | 5%

The list itself (from the top)
SMILES | KDM5B inh
COc1cccc([C@H]2CN(c3cc(C)nc(N)n3)[C@@H]3C4CCN(CC4)[C@H]23)c1 | -10%
Cc1ccc2c(c1)C(Cc1nc3ccccc3c(=O)n1-c1ccc(Br)cc1)C(=O)N2 (stereo not drawn) | ?
COc1cc(/C=C/c2nc3ccccc3c(=O)n2-c2ccc(O)cc2)ccc1O | ?
Cc1ccc(C(O)(c2ccc(C)c(C)c2)C2CN3CCC2CC3)cc1C (stereo not drawn) | 5%
Cn1c(O)c(C=NCCN2CCN(C(=O)Nc3ccccc3)CC2)c(=O)n(C)c1=O | 15%
COC(=O)c1ccccc1NC(=O)c1cccn(Cc2cccc(Cl)c2)c1=O | ?
CC(C)NC(=O)NC[C@H]1C[C@@H]2CCN1C[C@@H]2CN1CCN(c2ccccc2)CC1 | 13%[86.2 µM]
CC(C)c1ccc(CNCCc2c[nH]c3ccccc23)cc1 | 4%
Cc1nc(-c2ccc(C(F)(F)F)cc2)cc([C@H]2CN3CC[C@H]2C[C@@H]3CNC(=O)CCC(=O)O)n1 | -4%
O=C(NC(O)C(Cl)(Cl)Cl)c1ccco1 (stereo not drawn) | -3%
CN(C)CCSCc1nnc2n1-c1ccc(Cl)cc1C(c1ccccc1Cl)=NC2 | 17%
CC(=O)c1ccc(NC(=O)NC[C@H]2C[C@@H]3CCN2C[C@@H]3c2cc(-c3ccco3)nc(C)n2)cc1 | -11%
COc1nc2ccccc2cc1CN1CCC2(C1)CN(C)C(=O)O2 (stereo not drawn) | ?
COc1ccc(-c2cc([C@H]3CN4CC[C@H]3C[C@@H]4CN)n(C)n2)cc1OC | -26%[86.2 µM]
Cc1ccccc1Cn1cccc(C(=O)Nc2cc(Cl)ccc2C#N)c1=O | -9%
O=c1[nH]c(=O)n(-c2cccc3ccccc23)c(O)c1/C=N/N1CCCCC1 | 14%
Cc1cnc(CCN)n1C1CC1 | ?
O=C1Nc2ccccc2CC12CCCN(Cc1ccncc1)C2 (stereo not drawn) | 25%[149 µM]
COc1ccc(-c2cc([C@H]3CN4CC[C@H]3C[C@@H]4CNC(=O)c3ccco3)n(C)n2)cc1OC | 3%
CC(Cc1ccccn1)N(C)Cc1ccc(S(C)(=O)=O)cc1 (stereo not drawn) | ?
C=CCOc1cccc(CNCCc2ccccc2)c1 | -11%
Cc1cccc(OCC(=O)N2CCN(Cc3ccc(=O)n(C)c3)CC2)c1 | -6%
COC(=O)C1(N(C)c2ccccc2)CCN(Cc2ccccc2)CC1 | 13%
O=C(COc1ccc(Br)cc1)Nc1ccc(Cl)cc1C(=O)c1ccccc1 | -12%
O=C(CCN1CCCCC1)Nc1ccc(Br)cc1C(=O)c1ccccc1 | 3%
SMILES | KDM5B inh
COc1ccc(C(=O)O/N=C(/C(N)=O)P(=O)(OC(C)C)OC(C)C)cc1 | 8%
O=C(NC[C@H]1C[C@@H]2CCN1C[C@@H]2CN1CCC(Cc2ccccc2)CC1)c1ccc(C(F)(F)F)cc1 | 16%
CC[C@H]1CN2CC[C@H]1C[C@@H]2CNC(=O)C1CCCCC1 | 29%[115 µM]
CC(=NCCc1ccccc1)c1c(O)[nH]c(=O)[nH]c1=O | 22%
COC(=O)c1ccc(Cl)cc1NC(=O)N(Cc1ccc(C)o1)C1CCN(Cc2ccccc2)CC1 | -22%
Cc1noc(C)c1S(=O)(=O)N1[C@H]2CC[C@@H]1c1cnc(-c3ccc(F)cc3)nc1C2 | -8%
COc1ccccc1CNC(=O)[C@H]1CN2CC[C@H]1C[C@@H]2Cn1cc(C2(O)CCCC2)nn1 | -7%
CC(=O)OC1CC2(O)[C@@H]3CCC4CC(OC5CC(O)C(OC6CC(O)C(OC7CC(O)C(O)C(C)O7)C(C)O6)C(C)O5)CCC4(C)[C@H]3CCC2(C)C1C1=CC(=O)OC1 (stereo partly drawn) | 14%
Cc1nnc(NC(=O)c2cccn(Cc3cccc([N+](=O)[O-])c3)c2=O)s1 | -14%
CCSC1=NN1c1cc(C)nc(N)n1 | -25%
Cc1nc(-c2cccs2)cc([C@H]2CN3CC[C@H]2C[C@@H]3CNC(=O)C(C)(C)C)n1 | ?
COc1cccc(CN2CCN(C)CC2)c1OC | -6%
COCCNC(=O)[C@H]1CN2CC[C@H]1C[C@@H]2Cn1cc(-c2ccc(C(C)(C)C)cc2)nn1 | 3%[86.2 µM]
Cc1cccc(N2C(=O)NC(=O)/C(=C\c3ccc(N4CCOCC4)cc3)C2=O)c1 | ?
O=C(c1cn[nH]c1-c1ccc(F)cc1)N1CCC2(CC1)OCCO2 | 17%
Cc1nc(-c2ccc(C(F)(F)F)cc2)cc([C@H]2CN3CC[C@H]2C[C@@H]3CNC(=O)N2CCOCC2)n1 | -16%
O=C(O)C1CN(Cc2ccoc2)CCN(C(=O)Cc2ccccc2)C1 (stereo not drawn) | -23%
CN1Cc2ccccc2-n2ccnc2C12CCN(C(=O)Cc1cccs1)CC2 | -1%
CC(Cc1cccc(Cl)c1)NC(=O)CCCNC(=O)C1CC1 (stereo not drawn) | 20%
C=CCn1c(O)c(C=NCCN2CCOCC2)c(=O)[nH]c1=S | -9%
CC[C@H]1CN2CC[C@H]1C[C@@H]2CNS(=O)(=O)c1ccc(NC(C)=O)cc1 | 14%[86.2 µM]
O=C1NC2(Cc3ccccc31)CN(C1COC1)C2 | 23%[230 µM]
Cc1cc(C)c(-n2c(O)c(/C=N/NC(=O)c3ccncc3)c(=O)[nH]c2=O)c(C)c1 | ?
c1cncc(C2=NOC3(CCCN(Cc4ccsc4)C3)C2)c1 (stereo not drawn) | 20%[149 µM]
O=C(Nc1ccc(F)c([N+](=O)[O-])c1)c1cccn(Cc2ccccc2)c1=O | -11%
SMILES | KDM5B inh
Cn1cc(CN2CCN(C(=O)COc3ccc(F)cc3)CC2)ccc1=O | -21%
N#Cc1cc2c(nc1SCC(=O)Nc1ccc(Cl)c(C(F)(F)F)c1)C1CCN2CC1 | 6%
CCCCC(=O)N/N=C/c1c(O)n(CCCC)c(=S)[nH]c1=O | ?
CC1(O)CCC2C3CCC4=CC(=O)CC[C@]4(C)C3CC[C@@]21C (stereo partly drawn) | 20%
COc1cc2c(cc1CCc1ccccc1)N([S+](=O)([O-])c1ccc3c(c1)CCO3)CC21CCN(C(C)=O)CC1 | 28µM*
C#C[C@H]1CN2CC[C@H]1C[C@@H]2CNCc1ccc(C(C)C)cc1 | -16%[86.2 µM]
CN(C)[C@@H]1CN(C(=O)Cc2cccnc2)CCC1(O)c1ccccc1 (stereo partly drawn) | 19%
Cc1ccc2c(=O)n(-c3cccc(Cl)c3)c(=O)[nH]c2c1 | -23%
CC1(C)C2([N+](=O)[O-])CN3CC1([N+](=O)[O-])CN(C2)C3c1cccnc1 (stereo not drawn) | 28%
CC(C)(C)CN1CCC2(COc3ccncc3S(=O)(=O)N2)C1 (stereo not drawn) | 11%[149 µM]
CC(C)c1ccc(OCC(=O)N2CCN(CCc3ccncc3)CC2)cc1 | -22%
O=C(c1ccoc1)N1CCC2(CC1)NCc1ccccc1-n1ccnc12 | -12%
Cc1nc(-c2ccccc2Br)cc([C@H]2CN3CC[C@H]2C[C@@H]3CNC(=O)Nc2cccc(C#N)c2)n1 | ?
CC1C(c2ccc(F)cc2)=[N+]([O-])C(C)(C(=O)c2ccccc2)N1O (stereo not drawn) | 20%
C=CCNC(=O)NC[C@H]1C[C@@H]2CCN1C[C@@H]2c1cc(C(CC)CC)nc(-c2ccncc2)n1 | -10%
CN(C)C(=O)[C@H]1CN2CCC1C[C@@H]2Cn1cc(-c2ccc(-c3ccccc3)cc2)nn1 (stereo partly drawn) | -26%[86.2 µM]
Cn1nc(C2CCNCC2)n(C2CCCC2)c1=O | -9%
FC(F)(F)CN1C2CCC1CN(c1nccc(Cl)n1)C2 | 7%[149 µM]
O=C(CC1CCCC1)N1[C@H]2CC[C@@H]1c1cnc(-c3ccc(F)cc3)nc1C2 | -3%
CN(C)CCC(=O)c1ccccc1 | 16%
CN1CCN(C(=O)COc2ccc3ccccc3c2)CC1 | 11%
Cc1cc(NCCc2c[nH]c(=O)[nH]c2=O)n2nccc2n1 | 4%
COc1ccccc1CC(=O)N1CCC2(CC1)c1nccn1-c1ccccc1CN2C | 25%
COc1cc(C2SCC(=O)Nc3c2c(C)nn3-c2ccc(C)cc2)ccc1O (stereo not drawn) | 16%
Cn1nc(-c2ccc(F)cc2)cc1[C@H]1CN2CC[C@H]1C[C@@H]2CNC(=O)Nc1cccc(C#N)c1 | -11%
SMILES | KDM5B inh
C=CCN(C)C(=O)[C@H]1CN2CCC1C[C@@H]2Cn1cc(CCO)nn1 (stereo partly drawn) | -20%[86.2 µM]
Cc1ccc(-n2c(/C=C/c3cccs3)nc3ccccc3c2=O)cc1C | -23%
Cc1cccc(-n2nnnc2C2(N3CCCCC3)CCCCC2)c1 | 14%
O=C1Nc2ccccc2C1Cc1nc2ccccc2c(=O)n1-c1ccccc1 (stereo not drawn) | ?
O=[N+]([O-])c1ccc(NC2CCN(Cc3ccccc3)CC2)c2ccncc12 | ?
O=S(=O)(c1ccccc1)N1[C@H]2CC[C@@H]1c1cncnc1C2 | -15%
COCc1cc(OC(=O)N(C)C)nc(-c2ccc(C)c(Cl)c2)n1 | 18%
COc1cccc(N2CC3CCC(C2)N3CC(F)(F)F)n1 | 100µM*
Cc1oc2cc(OCC(=O)N3CCN(C)CC3)ccc2c(=O)c1-c1ccccc1 | 9%
NC1CC1c1ccccc1C(F)(F)F (stereo not drawn) | -21%
C=C[C@H]1CN2CC[C@H]1C[C@@H]2CNC(=O)Nc1ccc(C(C)(C)C)cc1 | ?
Cc1cc(-n2c(/C=C/c3ccc(Br)s3)nc3ccccc3c2=O)ccc1Br | -10%
Cc1nc2ccccc2c(=O)n1-c1ccc(Br)cn1 | 24%
C#C[C@H]1CN2CC[C@H]1C[C@@H]2CNC(=O)COCC(=O)O | -20%[115 µM]
C#C[C@H]1CN2CC[C@H]1C[C@@H]2CNC(=O)COC | -1%[115 µM]
Cc1nc(-c2cccs2)cc([C@H]2CN3CC[C@H]2C[C@@H]3CO)n1 | 35µM*
CC(C)n1c(O)c(C=NCc2cccnc2)c(=O)[nH]c1=S | 5%
COc1ccc(NC(=O)NC[C@H]2C[C@@H]3CCN2C[C@@H]3c2cc(-c3ccc(OC)c(OC)c3)nn2C)cc1 | 19%
CN1CC(C(=O)c2cccs2)C(c2ccc(Cl)cc2)C1 (stereo not drawn) | 2%
CCOC(=O)C(O)(c1ccc(N=c2ccccn2C)cc1)C(F)(F)F (stereo not drawn) | 8%
Cc1cnc(CCN)n1CC1CC1 | 7.9µM*
O=c1[nH]c(O)c(C=Nc2ccccc2Sc2ccccc2)c(=O)[nH]1 | 40%[activator]
Cc1ccc(N2CC(C(=O)OCC(=O)Nc3ccc(C#N)c(Cl)c3)CC2=O)cc1 (stereo not drawn) | 2%
Cc1ccc(NC(=O)N(Cc2ccc3c(c2)OCO3)C2CCN(Cc3ccccc3)CC2)cc1F | -11%
CCC(=NCc1cc(OC)cc(OC)c1)c1c(O)[nH]c(=O)[nH]c1=O | 25%
SMILES | KDM5B inh
O=C1CO[C@H]2CN(Cc3ncc[nH]3)C[C@H]2N1Cc1ccccn1 | 35µM*
CCCS(=O)(=O)N1C[C@@H]2C[C@H](C1)c1c(-c3cccc(C#N)c3)ccc(=O)n1C2 | ?
CCn1c(O)c(/C=N/NC(=O)c2ccccc2)c(=O)n(CC)c1=S | ?
N=C(N)c1cc([N+](=O)[O-])cc([N+](=O)[O-])c1 | -11%
O=C(O)COCC(=O)N1C[C@@H]2C[C@H](C1)c1ccc(-c3cccc(C(F)(F)F)c3)c(=O)n1C2 | 32µM*
COc1ccccc1-n1c(/C=C/c2ccccc2)nc2ccccc2c1=O | -10%
CCC(=O)OC1(Cc2ccc(CC)cc2)CC(C)N(C)CC1C (stereo not drawn) | 20%&24%
COc1ccc(CCC(=O)N2[C@H]3CC[C@@H]2c2cnc(-c4ccccc4)nc2C3)cc1 | -16%
CCC(=NCc1ccco1)c1c(O)n(-c2ccc(Cl)cc2)c(=O)[nH]c1=O | -1%
c1cc(C2CCCNC2)[nH]n1 (stereo not drawn) | 34%[activator]
COc1ccc(C2=NOC3(CCN(Cc4cccnc4)C3)C2)cc1 (stereo not drawn) | -16%[86.2 µM]
CN(C)Cc1cn(C[C@H]2C[C@@H]3CCN2C[C@@H]3C(=O)NCc2ccc(F)cc2)nn1 | 22%[86.2 µM]
COc1ccc(-c2cc([C@H]3CN4CC[C@H]3C[C@@H]4CNC(C)=O)n(C)n2)cc1 | 28%[86.2 µM]

Sorted by count of non-hydrogen atoms (ascending): part of the list above.
SMILES | KDM5B inh
CCn1c(O)c(/C=N/NC(=O)c2ccccc2)c(=O)n(CC)c1=S | ?
O=c1[nH]c(=O)n(-c2cccc3ccccc23)c(O)c1/C=N/N1CCCCC1 | 14%
O=C(O)COCC(=O)N1C[C@@H]2C[C@H](C1)c1ccc(-c3cccc(C(F)(F)F)c3)c(=O)n1C2 | 32µM*

Already shown: entries from further up.
SMILES | KDM5B inh
O=C1CO[C@H]2CN(Cc3ncc[nH]3)C[C@H]2N1Cc1ccccn1 | 35µM*
CCCS(=O)(=O)N1C[C@@H]2C[C@H](C1)c1c(-c3cccc(C#N)c3)ccc(=O)n1C2 | ?
CCn1c(O)c(/C=N/NC(=O)c2ccccc2)c(=O)n(CC)c1=S | ?
N=C(N)c1cc([N+](=O)[O-])cc([N+](=O)[O-])c1 | -11%
O=C(O)COCC(=O)N1C[C@@H]2C[C@H](C1)c1ccc(-c3cccc(C(F)(F)F)c3)c(=O)n1C2 | 32µM*

These rows are one share of the data (hit frequency here may not be typical).
